# SW480 rerep: inducers of DNA re-replication in SW480 colon cancer cells; SW480 DNA re-replication, Hoechst DNA content imaging, 48 h; Potency, µM (top dose mostly 46.1 µM), inactives show at the top dose re-replication activation, actives largely listed as activators; 340,000 tested, 1.8% active; AID 624297; also: potency is read from the fitted curve at half-maximal effect; % of control where 0% means no effect; nearly all actives have a fitted effect of over 55% in size
#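 Treated cells incubate 48 hr (37 C, 5% CO2), are stained 40 min with Hoechst, and nuclear fluorescence is enumerated; a rise in nuclei with high DNA signal marks re-replication.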
# KB-3-1 cytotox: KB-3-1 parental cell cytotoxicity. KB-3-1 viability, CellTiter-Glo ATP luminescence, 72 h. Potency, µM (top dose mostly 46.1 µM), without a hit: at the highest dose activity change, negative = cytotoxic, most hits filed as cytotoxic. 400,000 tested, 1.4% active. AID 1347075; also: potency is read from the fitted curve at half-maximal effect; % is scaled to controls: 0 for no effect and ±100 for the full control effect; nearly all actives have a fitted effect of over 60% in size
#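 Cells are dispensed, compounds pinned in, plates held at 37 °C for 72 h, then CellTiter-Glo is added and luminescence read after 10 minutes. Cell line: parental KB-3-1 in phenol-red-free DMEM, 10% FBS.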
# HT1080 IDH1KD tx: HT-1080 IDH1 knockdown cell toxicity (counter line); HT-1080 IDH1 knockdown viability, ATP luminescence, 48 h; Potency, µM (top dose mostly 46.1 µM), for inactives: at the top dose activity, negative = toxicity, hits mostly cytotoxic; 360,000 tested, 2% active;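 also: potency is read from the fitted curve at half-maximal effect; 0% = DMSO wells and -100% = cell-free medium wells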
#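 Using the IDH1-knockdown HT-1080 line run in the same batch and compound series as the NT line, viability after 48 h at 37 °C was determined by CellTiter-Glo luminescence and expressed as % activity.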
# DRD3 agonist: agonists of human D3 dopamine receptor; max activation, %; 410,000 tested, 0.58% active; AID 652048; D3R DiscoveRx beta-arrestin cells, luminescence, 90 min; in the data active = max activation above about 30%; also: 0% is about no effect; mostly tested at two doses, the higher about 12 µM
# Target sequence (P35462 whole entry, looked up): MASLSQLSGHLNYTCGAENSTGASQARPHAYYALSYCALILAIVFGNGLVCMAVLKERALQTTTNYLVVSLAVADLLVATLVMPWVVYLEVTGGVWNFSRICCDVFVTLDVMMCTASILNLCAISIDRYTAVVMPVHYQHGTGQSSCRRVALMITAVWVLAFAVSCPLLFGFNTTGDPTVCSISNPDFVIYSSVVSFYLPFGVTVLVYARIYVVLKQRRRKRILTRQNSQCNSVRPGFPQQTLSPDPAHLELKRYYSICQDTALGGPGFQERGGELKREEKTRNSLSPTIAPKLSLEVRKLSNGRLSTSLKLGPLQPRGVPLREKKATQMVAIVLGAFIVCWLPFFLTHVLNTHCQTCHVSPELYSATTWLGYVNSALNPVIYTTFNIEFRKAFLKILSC
#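 Agonist-mode cell screen: cells plated at 1500/well and incubated overnight at 37 °C, then exposed to library compounds for 90 min at 37 °C. Detection reagent was added for 30–60 min at room temperature, and luminescence was read.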
# KB-V1 cytotox: KB-V1 MDR subline cytotoxicity; KB-V1 MDR cells viability, CellTiter-Glo, 72 h; Potency, µM (highest dose often 46.1 µM), without a hit: top-dose activity change, negative = cytotoxicity, most hits filed as cytotoxic; 400,000 tested, 3.4% active; also: potency is read from the fitted curve at half-maximal effect; % is scaled to controls: 0 for no effect and ±100 for the full control effect; nearly all actives have a fitted effect of over 60% in size
#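 Readout: CellTiter-Glo luminescence, 10 min after addition. Cells: KB-V1 MDR subline, 72 h at 37 degrees C with compound. Analysis: corrected, normalized data fitted to concentration-effect curves.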
# DRD3 antagonist: antagonists of human D3 dopamine receptor. P35462. D3R cells, DiscoveRx beta-arrestin luminescence, antagonist mode; stronger effect = lower value. max response, negative = inhibition, %. 360,000 tested, 2.5% active. AID 652054; in the data active = max response below about -50%; inconclusive = no clear call, values can overlap the other calls; also: % is scaled to controls: 0 for no effect and ±100 for the full control effect; mostly tested at two doses, the higher about 12 µM
#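 Cells expressing the human receptor were seeded at 1500 cells/well, incubated overnight at 37 degrees C in 5% CO2, then exposed to library compounds with dopamine controls for 90 minutes at 37 degrees C before luminescent detection.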
# GLP-1R agonist: activates the human GLP-1 receptor | P43220 | HEK293 GLP-1R CRE-luciferase, luminescence, 4-6 h; cells express a hypersensitive GLP-1R form | Potency, µM (top dose mostly 45.6 µM), without a hit: at the top dose activation, most hits filed as activators | 380,000 tested, 0.007% active | AID 624172; also: potency is read from the fitted curve at half-maximal effect; % of control where 0% means no effect
# Target sequence (P43220 whole entry, looked up): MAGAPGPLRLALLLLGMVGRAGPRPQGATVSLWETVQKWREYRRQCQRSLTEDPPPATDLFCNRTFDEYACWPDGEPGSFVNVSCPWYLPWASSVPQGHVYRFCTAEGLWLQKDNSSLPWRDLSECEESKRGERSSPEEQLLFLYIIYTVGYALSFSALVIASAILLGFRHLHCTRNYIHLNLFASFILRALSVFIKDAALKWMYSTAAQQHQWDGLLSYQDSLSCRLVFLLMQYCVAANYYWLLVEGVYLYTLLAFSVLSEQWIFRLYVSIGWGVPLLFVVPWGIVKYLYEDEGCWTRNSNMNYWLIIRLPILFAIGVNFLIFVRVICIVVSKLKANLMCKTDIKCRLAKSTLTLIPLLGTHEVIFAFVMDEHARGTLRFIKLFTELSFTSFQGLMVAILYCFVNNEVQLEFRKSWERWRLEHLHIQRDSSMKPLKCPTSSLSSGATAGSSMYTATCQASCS
# IL1B secr inh: inhibitors of inflammasome signaling (IL-1 beta secretion) | activity change, % at 57.5 µM | AID 743279 | THP-1 LPS/ATP IL-1B secretion, AlphaLISA, 16 h; stronger effect = lower value | 360,000 tested, 4.7% active; in the data active = activity change below about -50%; inconclusive = mostly about -30% to -49%; also: % is scaled to controls: 0 for no effect and ±100 for the full control effect
#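 Secreted IL-1B measured by AlphaLISA bead assay after 16 h compound exposure of THP-1 cells; compounds (final up to 57.5 uM) added 1 h before LPS (250 ng/mL) and ATP (1.25 mM) stimulation; lower signal means less secretion.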
# HT1080-NT tox: kills 2HG-producing HT-1080-NT fibrosarcoma cells; HT-1080-NT fibrosarcoma viability, CellTiter-Glo ATP luminescence, 48 h; Potency, µM (top dose mostly 46.1 µM), inactives show at the highest dose activity, negative = less viability, usual class: cytotoxic; 360,000 tested, 1.6% active;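 also: NT is the 2HG producing partner of a matched IDH1 knockdown line; potency is read from the fitted curve at half-maximal effect; 0% = DMSO-treated cells and -100% = media-only wells without cells; nearly all actives have a fitted effect of over 55% in size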
#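 Viability of the 2HG-overproducing fibrosarcoma line after 48 hours of compound exposure at 37 degrees C was determined by luminescence with CellTiter-Glo, and concentration-effect curves were then fitted and categorized.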
# * = called active by the depositor; ? = inconclusive; . = not tested or not shown; & = joins results of further samples; [ ] = remark or other dose. Unless noted, calls follow the shape of the dose curve; as a rule, active = well fitted curve in the direction sought with a large enough effect; inconclusive = small, poorly fitted or top-dose-only effect, or another doubt; inactive = no such curve, though single readings can be large; an effect the other way counts as inactive or inconclusive.
SMILES	SW480 rerep	KB-3-1 cytotox	HT1080 IDH1KD tx	DRD3 agonist	KB-V1 cytotox	DRD3 antagonist	GLP-1R agonist	IL1B secr inh	HT1080-NT tox
CC(C)[C@H](NS(=O)(=O)c1ccccc1)C(=O)OCn1nnc2ccccc2c1=O	8%	-10%	-5%	-2	0%	13	1%	2	1%
Nc1ccc(C(=O)NCCCCCCNC(=O)c2ccc(N)cc2)cc1	-11%	1%	-9%	-2	-4%	-2	1%	1	-2%
O=C(c1ccc2c(c1)OCO2)C1CCCN(C(=O)Nc2ccc(F)cc2F)C1 (stereo not drawn)	-21%	-14%	-1%	-10	14%	-7	-4%	179	2%
O=C(COC(=O)c1ccc(Cl)cc1O)NC(=O)C1CCCCC1	-31%[inhibitor]	3%	15%	4	-1%	5	0%	12	8%
CCN(CC)S(=O)(=O)c1ccc(NN=C2CCN(C(C)C)CC2)c([N+](=O)[O-])c1	-7%	-2%	-8%	-10	-12%	?	17%	0	-5%
O=C(Cn1cc(SCc2ccc(F)cc2)c2ccccc21)N1CCOCC1	-5%	-2%	9%	8	-7%	?	-1%	0	-4%
COc1ccccc1OCC(=O)NCC1CCCN(Cc2cnn(C(C)C)c2)C1 (stereo not drawn)	1%	0%	8%	-4	3%	7	-8%	4	4%
Cc1ccc(SCC(=O)OCC(=O)N(C)CC(=O)Nc2ccc(F)cc2)cc1	-89%[inhibitor]	-2%	-25%	2	18%	0	8%	45	-28%
N#C/C(=C\C1=C(N2CCOCC2)C(=C\c2ccc(Cl)cc2)/CC1)C(=O)Nc1ccccc1F	1%	0%	13%	7	-11%	15	-2%	16	10%
O=C(CC1(O)C(=O)c2ccccc2C1=O)c1ccccc1	0%	6%	13%	10	?	6	3%	13	2%
COc1ccc(-c2c(-c3ccc4c(c3)OCO4)noc2C)cn1	-6%	?	-11%	1	?	3	16%	-3	-9%
COc1cnn(-c2ccc(C)cc2)c(=O)c1SCc1ccccc1	-6%	-13%	-4%	-8	-15%	-24	2%	-26	-4%
CC1CCCN(S(=O)(=O)c2ccc3c(c2)n(C)c(=O)c(=O)n3C)C1 (stereo not drawn)	-3%	0%	13%	3	-3%	16	-3%	4	20%
COC(=O)[C@@H]1C[C@@]2(O)[C@H](O)[C@H](O)[C@H](O)C[C@H]2N1Cc1ccc(C)s1	-5%[9.22 µM]	30%	11%	9	2%	28	7%	21	11%
CCc1ccc(NS(=O)(=O)c2cc3c(cc2C)n(C)c(=O)c(=O)n3C)cc1	-3%	-17%	-7%	2	1%	0	5%	0	-9%
CCOc1ccc(/C=N/n2c(C)nnc2C)cc1OC	1%	-2%	11%	-2	9%	0	9%	25	8%
CC(c1nccs1)N(C)C(=O)CCc1nnc(CCc2ccccc2)o1 (stereo not drawn)	-6%	19%	6%	1	-3%	1	13%	7	0%
COc1ccc(/C=N/Nc2nncc3ccccc23)cc1	-6%	?	1%	-5	?	-14	14%	-10	1%
CC(C)(C)NCc1cc(Br)ccc1OCc1cccs1	2%	-20%	-11%	-2	0%	7	0%	-59*	-22%
COc1ccc(S(=O)(=O)N2CCOCC2)cc1C(=O)N(C)Cc1ccco1	-2%	2%	5%	9	0%	11	0%	-10	5%
CC(C)C1CCN(C(=O)C2CCC(=O)N(CCc3ccc(Cl)cc3)C2)CC1 (stereo not drawn)	-5%	?	-1%	4	?	3	4%	-26	0%
O=C(O)CCNS(=O)(=O)c1cccc(Br)c1	-2%	0%	7%	2	?	24	-4%	0	-1%
CCC(C)[C@H](NC(=O)N1CCCC1)C(=O)O (stereo partly drawn)	-3%	3%	17%	5	-3%	13	0%	13	23%
CC(=O)OC(C)CS(=O)(=O)c1ccccc1 (stereo not drawn)	-3%	?	7%	1	1%	-8	3%	22	16%
COc1ccccc1Nc1nc(N)nc(CSC(=S)N2CC(C)CC(C)C2)n1 (stereo not drawn)	1%	-13%	-12%	-2	?	6	5%	-3	-15%
CCc1cc(C(=O)N2CCCC(C(=O)c3cccc4ccccc34)C2)n(C)n1 (stereo not drawn)	-2%	21µM*	-18%	6	5.2µM*	10	9%	-14	-5%
COc1ccc(S(=O)(=O)N2CCCN(CC(=O)Nc3ccccc3F)CC2)cc1	12%	-7%	-5%	-18	9.2µM*	-26	16%	-4	15%
Cc1ccc(S(=O)(=O)NCC(=O)N(CC(=O)NCc2ccco2)Cc2ccc(F)cc2)cc1	-2%	6%	3%	10	5%	3	4%	8	4%
C=C1C[C@H](O)[C@@H]2[C@H](OC(=O)[C@H]2C)[C@H]2[C@H](C)[C@@H](O)C[C@@H]12	2%	14%	18%	-4	?	1	1%	0	13%
COc1ccc(C(=O)NC2CCN(S(=O)(=O)c3ccc(C)cc3)CC2)cc1	-4%	-5%	6%	1	-2%	15	-3%	-6	17%
CSc1ccccc1C(=O)NC1CCCc2ccccc21 (stereo not drawn)	?	3%	-13%	-10	-5%	5	12%	-23	-11%
Cc1cc(SCc2ccc(Cl)cc2Cl)nc(=O)[nH]1	?	?	?	4	-29%	-7	5%	13	-10%
COc1ccc(C(=O)N/N=C(\C)CC(=O)Nc2ccc3c(c2)OCCO3)c(OC)c1	-11%	38%	11%	-15	-23%	4	16%	0	1%
COc1cccc(C(=O)Nc2ccc(C(=O)c3ccccc3)cc2)c1	-11%	-24%	-18%	3	?	1	8%	-5	-19%
CC(NS(=O)(=O)c1ccc(OCC(=O)N2CCCC2)cc1)c1ccccc1 (stereo not drawn)	-3%	17%	8%	-16	13%	-13	10%	-4	-1%
CC(=O)c1cccc(NC(=O)C2C3CCC(C3)C2C(=O)O)c1 (stereo not drawn)	-49%[inhibitor]	2%	2%	0	-5%	8	-4%	0	-1%
COc1cc(OC)cc(C(=O)N[C@H](C(=O)OCC(=O)Nc2cccnc2Cl)C(C)C)c1	1%	0%	11%	-6	-7%	-13	3%	-10	-5%
COc1ccc(-n2ccnc2SCC(=O)NO)cc1	-10%	-5%	-7%	2	-2%	0	8%	29	0%
CCOc1cc(S(=O)(=O)NC2CC2)c(OCC)cc1-n1cnnn1	-11%	0%	3%	-8	15µM*	3	-6%	2	15%
Cc1nc2sc(C(=O)c3ccccc3)c(N)c2c(C)c1C	1%	-3%	-2%	-9	?	-19	15%	?	-5%
CCOC(=O)CSc1nc2c(c(=O)n(C)c(=O)n2C)n1CCCc1ccccc1	-3%	5%	17%	2	15%	22	-7%	31	16%
Fc1ccccc1COc1ccc(-c2nnn(Cc3ccccc3F)n2)cc1	-1%	?	15%	0	-10%	-25	-2%	14	8%
COc1cc(C2c3c(c(C)c(C)oc3=O)Oc3c(C)c(C)oc(=O)c32)ccc1OS(=O)(=O)c1ccc(C)cc1	7%	0%	-1%	-16	11%	-18	8%	-5	-2%
Cc1nn(-c2ccccc2)c(Cl)c1C1C(C#N)=C(N)Oc2c1c(C)nn2-c1ccccc1 (stereo not drawn)	1%	12%	1%	-6	9%	5	1%	0	-5%
CCCOC(=O)CSc1nnc(-c2ccccc2)o1	.	14%	.	-15	4%	.	-3%	.	.
CCOc1ccc(-c2noc(-c3csc([C@@H]4O[C@H](CO)[C@H](O)[C@H](O)[C@H]4O)n3)n2)cc1	.	0%	23%	2	-1%	-10	1%	11	15%
CCOc1ccc(OCC)c(NC(=O)C2CCN(S(=O)(=O)c3ccc4c(c3)CC(C)N4C(C)=O)CC2)c1 (stereo not drawn)	1%	6%&-12%	6%	2&-15	7%&-13%	-11	0%&1%	-18	-1%
CN(C)CCCN(C(=O)c1ccc(C(=O)c2ccccc2)cc1)c1nc2cc3c(cc2s1)OCO3	?	?	?	-12	21µM*	-55*	-30%	-68*	?
CN1CCN(C(=O)C2Cc3c(-c4cccc(F)c4)ccnc3O2)CC1 (stereo not drawn)	.	0%	7%	2	2%	0	-4%	10	14%
CCc1ccccc1NC(=O)CSc1nc2cc(C(=O)NCC3CCCO3)ccc2c(=O)n1CC1CCCO1 (stereo not drawn)	.	-5%	0%	-2	-23%	11	2%	-22	-1%
Cc1cc(C)n(C(=O)c2ccc(NC(=O)CC(C)C)cc2)n1	-17%	-4%	-3%	-9	1%	17	1%	-10	4%
COc1ccc(Cl)cc1NC(=S)N(CCCN1CCOCC1)Cc1cn(C)c2ccccc12	23µM*	?	-22%	-13	-18%	16	0%	-19	?
Cc1cccc(C(O)c2ncc(-c3ccccc3)[nH]2)c1C (stereo not drawn)	.	0%	-1%	-11	0%	-30	-7%	-9	1%
Cc1ccc(C2=NN(Cc3nnc(-c4ccccc4)o3)C(=O)SC2)cc1	-1%	6%	12%	-3	13µM*	14	5%	-5	9%
CC(NC(=O)c1ccncc1)C(C)(C)C (stereo not drawn)	-6%	-2%	-3%	2	-6%	21	-6%	3	10%

# From PubChem
